Screening data deposited in PubChem by National Center for Advancing Translational Sciences (NCATS).
A549 tox – kills or reduces viability of A549 cells in Nrf2 counter-screen; A549 ARE-Fluc cells, CellTiter-Fluor viability, 18-24 h; Potency, µM (highest dose often 46 µM), without a hit: top-dose activity change, negative = cytotoxicity, usual class: inhibitors; 390,000 compounds, 0.16% hits; AID 504648; note: potency is the fitted concentration of half-maximal effect; % is set by controls: 0 for no effect and ±100 for the full control effect
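A549 ARE-Fluc cells in 5% FBS OPTI-MEM, 5000 cells/well, rested 2 h then exposed to compounds in concentration-response for 18-24 h at 37 °C. Viability by CellTiter-Fluor fluorescence (Ex 405/Em 525) after 30 min; luciferase luminescence (BugLite, 15 min, RT) read afterwards.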
TGFb inhibitor – TGF-b pathway inhibition; AID 588855; HepG2 CAGA-GFP TGF-b/SMAD3 reporter, GFP fluorescence, 18 h; TGF-beta stimulated, 500 pg/mL final; 410,000 compounds, 1.2% hits; Potency, µM (top dose mostly 46.1 µM), inactives show at the highest dose activity, negative = inhibition, actives largely listed as inhibitors; note: potency is the fitted concentration of half-maximal effect; % is set by controls: 0 for no effect and ±100 for the full control effect; nearly all actives have a fitted effect of over 65% in size
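Cell-based qHTS in HEPG2 carrying a CAGA-GFP Smad reporter; compounds added before 500 pg/mL final TGF-beta, 18 h incubation at 37 degrees C, GFP fluorescence quantified per cell by imaging cytometry.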
MmCpn inh – inhibitors of Methanococcus maripaludis chaperonin (MmCpn); purified Mm-Cpn ATPase, ADP Transcreener TR-FRET; Potency, µM (highest dose often 76.9 µM), for the others: top-dose activity, negative = inhibition, most hits filed as inhibitors; 330,000 compounds, 0.031% hits; AID 504842; note: potency is the fitted concentration of half-maximal effect; % is set by controls: 0 for no effect and ±100 for the full control effect; nearly all actives have a fitted effect of over 80% in size
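Quantitative HTS used 25 nM Mm-CPN and 10 uM ATP in magnesium/KCl Tris buffer, pH 7.4, with 1 mM DTT. Hydrolysis ran 30 min at 37°C; ADP was read by HTRF.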
Abeta rescue – A-beta toxicity reversal in yeast; yeast expressing A-beta42, growth rescue, OD600, 48 h; response scale: 0% DMSO, 100% iron-clioquinol control; Potency, µM (highest dose often 46.1 µM), without a hit: at the highest dose growth rescue, actives largely listed as activators; 410,000 compounds, 0.063% hits; note: potency is the fitted concentration of half-maximal effect; nearly all actives have a fitted effect of over 55% in size
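Yeast growth medium received pinned compounds, then yeast cells expressing toxic A-beta were added; plates incubated at 30 C for 48 hr. Growth read as absorbance at 600 nm, normalized to DMSO and equimolar FeCl3 plus clioquinol controls.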
Nrf2 ARE act – activates Nrf2 signaling | Potency, µM (doses to about 46.1 µM), for the others: at the top dose activation, actives largely listed as activators | 410,000 compounds, 0.31% hits | AREc32 ARE-luciferase reporter (MCF7-derived line), luminescence, 24 h | AID 624171; note: potency is the fitted concentration of half-maximal effect; % of control where 0% means no effect; nearly all actives have a fitted effect of over 65% in size
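Each well held 1000 AREc32 cells, which were incubated with compound for 24 hr at 37 deg C after overnight attachment, and ARE reporter activity was quantified by firefly luciferase luminescence.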
pAkt inh – inhibitors of Akt phosphorylation. Neuro2A IGF-stimulated pAkt S473 HTRF, 20 min; hits give low values. activity change, % for hits at 50 µM. 360,000 compounds, 0.32% hits. AID 651550; in the data active = activity change below about -80%; inconclusive = mostly about -51% to -80%; note: % is set by controls: 0 for no effect and ±100 for the full control effect
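Neuro2A cells in DMEM with 0.5% FBS, overnight at 37 deg C, given compound at single 50 µM final, then IGF (6 nM final) for 20 min at 37 deg C. Lysed; phospho-Akt Ser473 by HTRF after 24 h, 665/615 ratio.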
CCT chaperon mod – changes cytosolic chaperonin activity | purified chaperonin ATPase assay, HTRF ADP detection, 30 min | activity change, % (test concentration not listed), hits read low | 360,000 compounds, 0.3% hits; in the data active = activity change below about -30%; note: % is set by controls: 0 for no effect and ±100 for the full control effect
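Enzyme 40 or 20 nM (batch-dependent) in Tris pH 7.4/KCl/MgCl2/DTT; cpd 76 uM single point; ATP 10 uM; 30 min 37 °C; Transcreener ADP HTRF detection, 30 min RT; ratio 665/615.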
Nrf2 block – inhibitors of Nrf2 signaling; Potency, µM (doses to about 46 µM), for inactives: at the highest dose activity change, negative = inhibition, hits mostly inhibitors; 360,000 compounds, 2.1% hits; A549 ARE-Fluc reporter, luciferase luminescence, 18-24 h; note: potency is the fitted concentration of half-maximal effect; % is set by controls: 0 for no effect and ±100 for the full control effect; nearly all actives have a fitted effect of over 60% in size
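Two sequential reads on A549 ARE_Fluc cells exposed to compound for 18-24 h: a CellTiter-Fluor fluorescence read for viability, then a luciferase luminescence read for Nrf2/ARE activity.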
HepG2 tox – counter-screen for TGF-b inhibitors: cytotoxicity in HepG2 cells; HepG2 CAGA-GFP viability, ATP luminescence, 18 h; Potency, µM (highest dose often 46.1 µM), without a hit: top-dose activity change, negative = cytotoxicity, most hits filed as cytotoxic; 410,000 compounds, 0.76% hits; AID 588856; note: potency is the fitted concentration of half-maximal effect; some results filed as inactive show a strong effect at the top dose
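CellTiter-Glo luminescence gave cytotoxicity after 18 hours at 37 degrees C. The cells were HepG2 CAGA-GFP in 1% FBS DMEM, stimulated with 500 pg/mL TGF-beta after compound addition. %Activity was normalised to no-cell wells (complete cell-killing) and DMSO (no toxicity), and curves were fitted and classified.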
* marks the source's active call; other numbers are inactive results; i = inactive; ? = inconclusive; . = no result given; & = joins results of further samples; [ ] = another dose, or the depositor's remark. Unless noted, calls come from the whole dose curve; as a rule, active = well fitted curve in the direction sought with a large enough effect; inconclusive = small, poorly fitted or top-dose-only effect, or another doubt; inactive = no such curve, though single readings can be large; an effect the other way counts as inactive or inconclusive. Rows were taken by chance. About 4.3% of those tested had a hit in this group.

SMILES	A549 tox	TGFb inhibitor	MmCpn inh	Abeta rescue	Nrf2 ARE act	pAkt inh	CCT chaperon mod	Nrf2 block	HepG2 tox
COc1ccc(S(=O)(=O)NCC2CCCN(Cc3ccccc3Cl)C2)cc1 (stereo unspecified)	-1%	-3%	1%	-12%	-0.7%	i	1.1	-9%	-8%
COc1ccc2c(C)c(CCC(=O)NCCCN3CCCC3=O)c(=O)oc2c1C	5%	-1%	-2%	-18%	-1.0%	i	-0.2	-5%	-12%
CCOC(=O)c1cccc(NC(=O)Cn2c(=O)nc(-c3ccccc3F)c3cc(Cl)ccc32)c1	?	13%	.	-6%	4.8%	.	.	.	-1%
Cc1ccc(S(=O)(=O)/N=S(/C)c2ccccc2)cc1 (stereo unspecified)	-4%	4%	2%	23%	-0.8%	i	0.2	.	-8%
Cc1nnc(NC(=O)C2CCCN(S(=O)(=O)Cc3ccccc3)C2)s1 (stereo unspecified)	-3%	-3%	2%	11%	0.1%	i	1.3	-11%	2%
O=C(Nc1nc(-c2ccc(Cl)cc2Cl)cs1)C1CCCO1 (stereo unspecified)	-19%	-3%	3%	-25%	2.3%	i	2.8	?	-23%
Cc1nc(C(C)NC(=O)CCc2nnc(Cc3c[nH]c4ccccc34)o2)cs1 (stereo unspecified)	-14%	1%	4%	10%	0.3%	i	-3.5	2%	-15%
CC(C)(C)NC(=O)c1cccc2c1OC(C)(C)C2	0%	0%	-1%	34%	-0.2%	i	0.2	-17%	0%
CC(NC(=O)c1ccccc1F)c1ccccc1 (stereo unspecified)	1%	0%	0%	11%	2.2%	i	-0.1	-5%	-3%
CCCc1cc(N2CCOCC2)n2nc(C)c(-c3ccccc3)c2n1	3%	-8%	0%	-3%	2.3%	i	-4.0	-18%	5%
O=C(Cc1n[nH]c(=O)c2ccccc12)OCC(=O)c1ccccc1	-1%	20%	-3%	-3%	-0.7%	i	4.1	4%	-7%
C=CCNC(=O)c1ccc(C(=O)c2ccccc2)cc1	.	9%	1%	-9%	2.6%	i	0.8	2%	4%
Cc1cccc(NC(=O)CSc2nc3c(oc4ccccc43)c(=O)n2Cc2ccco2)c1	0%	-15%	.	-6%	0.2%	.	.	-11%	-3%
CCCOc1cc(C)c(S(=O)(=O)n2ccc(C)n2)cc1C	7%	?	.	-8%	0.1%	i	0.7	.	-7%
CN1CCN(c2ccc(CNC(=O)C3Cc4c(-c5ccccc5Oc5ccccc5)ccnc4O3)cc2)CC1 (stereo unspecified)	.	-23%	.	-13%	15%	i	-1.7	.	-64%
CCn1cc(C(=O)N2CCN(c3ccc(F)cc3)CC2)c(=O)c2cc(S(=O)(=O)N(C)C3CCCCC3)ccc21	-16%	-4%	.	-1%	-0.3%	.	.	?	-3%
CC1=NOC(=O)/C1=C\c1ccccc1	3%	13%	0%	-15%	0.3%	i	-1.5	-5%	10%
O=S(=O)(NCCc1csc2nc(-c3ccccc3)nn12)c1cc(F)ccc1F	-11%	?	.	?	5.3%	.	.	.	-2%
COC(=O)c1ccc2nc(-c3ccco3)c(Cc3cccc(Cl)c3)n2c1	.	.	.	-19%	5.6µM*	i	-0.9	.	.
CCOC(=O)C1C(c2ccc(C)o2)NC(=O)NC1(O)C(F)(F)F (stereo unspecified)	0%	0%	1%	11%	-0.1%	i	0.1	3%	-5%
CCC(C(=O)NC1CCCCC1)n1c(SCc2ccc(F)cc2)nc2ccncc21 (stereo unspecified)	?	?	0%	-14%&6%	3.4%&8.8%	i	-1.7	?	-20%&-3%
COc1cc(C(=O)N/N=C/c2cccc(Oc3ccccc3)c2)ccc1O	5%	?	-1%	12%	-0.1%	i	0.0	15%	-11%
CS(=O)(=O)N1CCC(C(=O)Nc2ccc(Br)cc2F)CC1	10%	14%	2%	-5%	0.0%	i	-0.6	8%	1%
CC1=C(C(=O)Nc2ccc(C)cc2C)C(c2cccs2)n2nc(SCc3ccc(Cl)cc3)nc2N1 (stereo unspecified)	-1%	9%	.	10%	0.1%	.	.	8%	2%
C=CCN1C(=O)C(C)S/C1=N\S(=O)(=O)c1ccc(Cl)cc1 (stereo unspecified)	?	-10%	-1%	6%	-0.6%	i	0.8	9%	-11%

With a hit mark in Nrf2 ARE act (from the list above):
SMILES | TGFb inhibitor | MmCpn inh | Nrf2 ARE act | pAkt inh | CCT chaperon mod
COC(=O)c1ccc2nc(-c3ccco3)c(Cc3cccc(Cl)c3)n2c1 | . | . | 5.6µM* | i | -0.9

Further structures follow:
SMILES	A549 tox	TGFb inhibitor	MmCpn inh	Abeta rescue	Nrf2 ARE act	pAkt inh	CCT chaperon mod	Nrf2 block	HepG2 tox
CCOc1ccccc1NC(=O)Cn1nnc(C(=O)NCCc2ccc(OCC)c(OCC)c2)c1N	-2%	-21%	1%	1%	-1.2%	i	1.0	-26%	-15%
CC(C)N1CCN(c2ccc(OCC3COC(Cn4cncn4)(c4ccc(Cl)cc4Cl)O3)cc2)CC1 (stereo unspecified)	-19%	-18%	.	-2%	1.7%	i	-1.2	6%	-11%
O=C(NC1CCCC1)C1c2ccccc2OCC(=O)N1C1CC1 (stereo unspecified)	.	.	.	-8%	-0.3%	i	0.6	.	.
Cc1cnc(CNC(=O)c2csc([C@@H]3C[C@H](O)[C@@H](CO)O3)n2)cn1	.	-4%	.	-4%	0.5%	i	-0.3	.	9%
Cc1cc(NC(=O)CSCC(=O)Nc2nc3ccc(F)cc3s2)no1	4%	-1%	-1%	-3%	3.4%	i	-0.1	3%	-16%
CNC(=O)c1csc(-c2ccc(C)cc2)n1	-13%	15%	1%	-6%	-0.7%	i	-1.0	17%	-1%
CC(C)C(C)NC(=O)COc1ccc(S(=O)(=O)N2CCOCC2)cc1[N+](=O)[O-] (stereo unspecified)	9%	-3%	4%	-5%	0.2%	i	-0.8	-8%	-23%
COc1ccccc1Oc1ccc(N/C=C/C(=O)c2ccc(C)o2)cc1	-17%	?	-10%	2%	6.3%	i	-0.4	?	-32%
O=C(c1ccc2c(c1)N(Cc1cccc(F)c1)C(=O)c1ccccc1S2)N1CCC2(CC1)OCCO2	1%	-10%	.	11%	0.4%	.	.	.	-26%
CCOc1ccc(-n2nc3cc(C)c(NC(=O)CC)cc3n2)cc1	-1%	-17%	.	0%	0.1%	.	.	5%	3%
COc1ccc(NC(=O)N[C@@H](CCSC)C(=O)O)cc1Cl	-1%	8%	-3%	-14%	0.3%	-115%*	-1.6	-1%	16%
COc1ccccc1C(=O)Nc1ccc2c(c1)nc1n2CCN(Cc2ccccc2)C1	1%	-15%	-1%	4%	2.5%	i	0.8	?	-3%
O=C(CN1CCN(S(=O)(=O)c2ccc(F)c(Cl)c2)CC1)N1CCNC1=O	6%	16%	0%	5%	-0.2%	i	-0.8	2%	2%
CCOc1ccc([C@@H]2CC=C(C(=O)O)[C@H](c3ccc(F)cc3)N2S(=O)(=O)c2ccc(C)cc2)cc1	-9%	1%	-1%	-1%	0.4%	i	-0.9	5%	-9%
Cc1ccc(OCC(O)CN2CCc3ccccc3C2)c(C)c1 (stereo unspecified)	?	-5%	-2%	-7%	3.5%	.	1.7	-3%	-30%
Cc1cccc(OCCn2c(-c3ccc(Cl)cc3)nc3ccccc3c2=O)c1C	4%	9%	.	-2%	4.0%	.	.	16%	-12%
O=C(NCCCc1ccccc1)c1cc(COc2ccc(F)cc2Cl)on1	2%	-17%	1%	25%	-0.7%	i	-2.9	-5%	-11%
CCCOc1ccc(C(=O)C(CCC(CNCC)C(=O)c2ccc(OCCC)cc2)CNCC)cc1 (stereo unspecified)	?	3.2µM*	0%	-24%	-2.4%	i	-0.8	-17%	3.2µM*
CC(=O)N1CCc2c(sc3c2c(=O)n(-c2ccc(F)cc2)c(=O)n3Cc2cc(C)ccc2C)C1	1%	-16%	.	-11%	0.6%	.	.	7%	-23%
O=C(NC1CCOCC1)C1CCC(=O)N(CCc2cccc(F)c2)C1 (stereo unspecified)	-5%	-1%	2%	15%	0.2%	i	-13	21%	4%
CCOC(=O)c1c(C)oc2ccc(NS(=O)(=O)c3cccs3)cc12	-12%	-17%	6%	13%	-0.3%	.	-2.1	?	-2%
CCOC(=O)c1ccc2c(c1)nc(SC(C)C(=O)NCC1CCCO1)n2CC (stereo unspecified)	12%	10%	-2%	0%	2.0%	i	1.1	-4%	-8%
O=c1c2c(nc3nc(COc4ccccc4)[nH]n13)CCC2	-8%	5%	-2%	-5%[9.22 µM]	-0.5%	i	1.5	.	-5%
CCOc1ccccc1N(CC(=O)NCCSc1ccccn1)S(=O)(=O)c1ccc(C)cc1	-4%	?	0%	4%	-0.1%	i	-3.0	?	-14%
COC(=O)c1ccc(C)c(NC(=O)CCCN2C(=O)CN(C)C2=O)c1	-2%	-6%	1%	-1%	0.2%	i	-0.9	1%	2%
Cc1ccc(C(=O)N2N=C3c4ccccc4S(=O)(=O)N3[C@H]2N(C)C)cc1	2%	-2%	3%	8%	-0.7%	i	-1.0	-2%	-12%
COC(=O)c1ccc2nc(-c3ccco3)c(Cc3cccc(F)c3)n2c1	.	14µM*	.	-42%	11µM*	i	0.8	.	-19%

As entered above:
Result for CCOc1ccc([C@@H]2CC=C(C(=O)O)[C@H](c3ccc(F)cc3)N2S(=O)(=O)c2ccc(C)cc2)cc1 under HepG2 tox: -9%
Result for COC(=O)c1ccc2nc(-c3ccco3)c(Cc3cccc(F)c3)n2c1 under Abeta rescue: -42%
